# OPRM1-OPRD1 ag: OPRM1-OPRD1 heterodimerization agonism | P35372+P41143 | cells, luminescence | activation, % at 9.3 µM | hit rate 0.3% among 340,000 | AID 504326; in the data active = activation above about 18%;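 also: 0% = vehicle-treated cells and 100% = reference agonist; values of inactives mirror those of a sister screen read the other way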
# Target sequence (P35372 whole entry, looked up): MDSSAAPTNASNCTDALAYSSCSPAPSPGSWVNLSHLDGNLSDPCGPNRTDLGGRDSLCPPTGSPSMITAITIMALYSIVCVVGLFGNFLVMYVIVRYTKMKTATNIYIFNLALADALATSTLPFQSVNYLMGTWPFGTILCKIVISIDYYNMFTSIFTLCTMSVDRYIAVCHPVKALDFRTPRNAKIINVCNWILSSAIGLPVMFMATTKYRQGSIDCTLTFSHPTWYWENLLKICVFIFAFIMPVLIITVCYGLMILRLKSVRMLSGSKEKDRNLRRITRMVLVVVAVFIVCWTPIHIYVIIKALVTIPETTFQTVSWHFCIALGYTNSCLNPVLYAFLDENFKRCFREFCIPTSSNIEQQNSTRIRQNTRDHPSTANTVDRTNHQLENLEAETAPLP
# Target sequence (P41143 whole entry, looked up): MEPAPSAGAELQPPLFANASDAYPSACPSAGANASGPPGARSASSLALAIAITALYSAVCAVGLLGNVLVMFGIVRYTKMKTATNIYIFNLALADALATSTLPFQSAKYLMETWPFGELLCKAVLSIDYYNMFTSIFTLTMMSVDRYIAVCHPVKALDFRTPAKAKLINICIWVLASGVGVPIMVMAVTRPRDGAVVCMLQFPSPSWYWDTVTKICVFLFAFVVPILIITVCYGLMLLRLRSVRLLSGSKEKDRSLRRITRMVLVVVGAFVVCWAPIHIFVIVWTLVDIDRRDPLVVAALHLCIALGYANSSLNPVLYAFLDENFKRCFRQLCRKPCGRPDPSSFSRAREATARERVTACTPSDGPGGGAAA
# E coli growth: counter-screen for AddAB inhibitors: E. coli growth inhibition | E. coli V3065 growth, OD600 absorbance, 18 h | hit rate 0.27% among 330,000 | inhibition, % at 11.9 µM;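 active = inhibition above the campaign's mean inhibition across all tested compounds plus 3 SD, cut at about 9.9% in these data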;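 also: uninfected addAB+ strain grown without phage in ampicillin broth; 0% = DMSO wells and 100% = ciprofloxacin 0.95 µg/ml wells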
# PfHsp90 yeast 2: reduces growth (ATP signal) of yeast expressing P. falciparum Hsp90 | inhibition, % at 9.4 µM | S. cerevisiae expressing PfHsp90, BacTiter-Glo ATP, 48 h; yeast lacking PDR1 and PDR3 efflux regulators | hit rate 0.32% among 310,000 | AID 504621;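 active = every replicate shows inhibition above about 80%, whatever the replicate mean, limit read from the data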;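 also: 0% = DMSO neutral controls and 100% = 20 µM radicicol positive controls; yeast relying on Plasmodium falciparum Hsp90 in place of its own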
# SUMO Mot1 rescue: inhibitors of SUMOylation pathway: yeast Mot1-301 growth rescue; hit rate 1% among 320,000; growth rescue, % at 18.8 µM; AID 2716; S. cerevisiae Mot1-301 growth rescue, ATP luminescence, 38.5C; percent above DMSO median, 100 means doubled;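 active = every valid replicate shows activation above 250% relative to neutral control wells; inactive = the rest, any valid replicate at or below 250%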;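 also: OY570 slx delta 5 strain wells were the positive control but not used for scaling; some compounds called inactive have numbers as strong as hits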
# Arrestin-AP2 inh: blocks beta-arrestin peptide binding to AP2 adaptin; hit rate 0.31% among 340,000; inhibition, % at 10 µM; FITC-arrestin peptide / GST-AP2 beads, flow cytometry; AP2 beta2 appendage carries R879A mutation;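 active = inhibition above a set limit, near 3 SD of compounds lacking own fluorescence, cut at about 54% in these data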;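 also: plate controls were DMSO wells for no effect and 5 µM unlabelled arrestin peptide for full effect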
#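 system = GST-tagged AP2 beta2-adaptin appendage (R879A) on 4 µm glutathione beads | reagent = FITC-labelled arrestin peptide probe, 50 nM final | schedule = compound with beads 12 min RT, then probe 1 h RT | signal = HyperCyt-sampled flow cytometry, FL1 channel, ex 488/em 535 nm | read-out = percent response from loss of bead-bound FITC fluorescence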
# AddAB inh: less growth of phage-infected E. coli with AddAB | E. coli expressing H. pylori AddAB, absorbance growth | inhibition, % at 11.9 µM | hit rate 0.29% among 330,000 | AID 435030; in the data active = inhibition above about 12%;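 also: 0% = vehicle wells of infected cells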
# DSG3 Ab inh: human desmoglein-3 autoantibody binding inhibition; hit rate 0.48% among 310,000; P32926; DSG3-coupled beads, scFv-anti-DSG3-GFP binding, flow cytometry; hits give low values; binding (percent of control), % at 10 µM;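 active = binding more than 3 SD below its plate's average and above zero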;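 also: hits lower antibody fragment binding to DSG3; some compounds called inactive have numbers as strong as hits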
# OPRM1-OPRD1 inv: inverse agonist of human OPRM1-OPRD1 heterodimerization; cell-based MOR-DOR heterodimer luminescence, inverse agonism; inhibition, % at 9.3 µM; hit rate 0.21% among 340,000; in the data active = inhibition above about 22%, passing the limit was not always enough;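 also: 0% = cells with DMSO and 100% = wells without cells with DMSO; values of inactives mirror those of a sister screen read the other way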
# Tat transport: inhibitors of E. coli Tat protein transport; E. coli MC4100 TorA-mCherry Tat export, fluorescence; inhibition, % at 10 µM; hit rate 0.036% among 340,000; AID 488895;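 active = mean replicate inhibition at least 50% and at least half of replicates individually reaching 50%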;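 also: exported cargo escapes ClpAP degradation while cytoplasmic cargo is degraded and loses fluorescence; 0% = median of neutral control wells and 100% = median of NaSCN control wells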
# PKA-R1A activ: PKA-R1A complex activation | hit rate 0.083% among 340,000 | P00514+P68181 | PKA-R1A dissociation, Cy5-IP20 fluorescence polarization; scaled: DMSO 0%, 113 µM cGMP 100% | activation, % at 11.4 µM;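 active = percent activation above the mean of all tested compounds plus 3 SD, cut at about 19% in these data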;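 also: higher means more PKAc released from R1A so a rise in polarization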
# phage Ecoli inh: E. coli growth loss with phage present; growth absorbance; inhibition, % at 11.9 µM; hit rate 0.26% among 360,000; AID 651602; in the data active = inhibition above about 11%
# An asterisk follows results filed as active; / = not tested or not shown. An unsorted share of the library; about 2.8% have a hit in one of these screens.
no.	molecule	E coli growth	AddAB inh	PKA-R1A activ	DSG3 Ab inh	SUMO Mot1 rescue	OPRM1-OPRD1 inv	PfHsp90 yeast 2	Tat transport	OPRM1-OPRD1 ag	Arrestin-AP2 inh	phage Ecoli inh
1	O=C(c1nc(SCc2ccc([N+](=O)[O-])cc2)n2ccccc12)C(F)(F)F	2.1	-1.1	-7	111	2	2	-7	-1	-0.4	-14	1.6
2	O=C(O)c1ccccc1-c1cn2cc(Cl)ccc2n1	-1.3	0.7	2	93	17	7	14	-3	-1.3	-5	5.8
3	CCn1cc([N+](=O)[O-])c(C(=O)Nc2ccn(Cc3ccccc3)n2)n1	-1.9	1.7	13	90	39	0	-5	5	0.0	3	1.5
4	Clc1cccc(-c2nc(-c3ccccn3)no2)c1	4.6	2.7	3	/	/	14	35	-3	-2.9	-1	2.2
5	CCCC(=O)Nc1cc(S(=O)(=O)N2CCOCC2)ccc1N1CCCCC1	-0.3	0.2	-2	104	-1	-14	/	-3	2.8	-4	1.8
6	O=C1c2ccccc2C2(c3ccccc3)N1CCN2C(=O)C(Cl)(Cl)Cl (centres undefined)	-0.9	0.1	-10	97	102	-40	-34	-2	8.5	12	1.5
7	CCN=c1sc(C(=O)OC)cc(=O)n1CC	-0.1	1.1	7	100	-7	5	/	-3	-0.9	22	0.1
8	COc1cc(C2C(C#N)=C(N)Oc3n[nH]c(-c4cccs4)c32)cc(OC)c1O (centres undefined)	1.0	1.4	-5	/	24	10	-5	-7	-2.2	33	0.9
9	O=C(CCc1ccc(S(=O)(=O)N2CCOCC2)cc1)Nc1cc(Cl)ccc1N1CCOCC1	0.2	-2.4	8	106	/	10	1	3	-1.8	2	2.5
10	C1COCCNCCOCCOCCOCCN1	-0.6	3.2	-19	101	-8	2	5	-8	-0.5	47	-0.3
11	COc1cccc(NC(=O)CN(C)C(=O)CC(C)c2ccccc2)c1 (centres undefined)	0.6	5.2	4	/	-28	16	2	1	-2.9	14	0.8
12	CC(C)C(NC(=O)c1ccc(F)cc1)C(=O)N1CCN(C(=O)c2ccco2)CC1 (centres undefined)	-1.4	-0.4	1	/	7	12	-2	-3	-3.0	-6	1.4
13	Cc1ccc(C)c(SCC(=O)NNC(=O)c2ccccc2)c1	-5.1	-2.3	9	90	9	-3	-43	3	0.4	-4	2.0
14	O=C(COc1ccc(F)cc1)NCCNC(=O)COc1ccc(F)cc1	1.6	-0.2	-8	109	-7	8	-18	-6	-2.0	-2	-2.3
15	Cn1c2c(c(=O)n(C)c1=O)CN(CCN1CCNCC1)CN2	-0.1	-1.2	-2	106	204	5	2	2	-0.9	-7	1.4
16	Cc1cc(=O)c(C(=O)Nc2cccc(N3CCCC3=O)c2)nn1-c1ccccc1F	-0.7	1.5	-6	109	12	14	-3	-1	-3.2	-9	1.8
17	COc1ccc(Nc2nc(-c3c(C)nc4ncccn34)cs2)cc1	/	/	-5	102	/	14	12	-5	-2.8	16	1.8
18	CCOC(=O)C(NC(=O)Nc1ccc(C(N)=O)cc1)(c1ccccc1)C(F)(F)F (centres undefined)	0.6	-0.9	-6	98	5	16	9	3	-3.0	-1	1.9
19	CN(CCc1cnn(C)c1)C(=O)CCc1nnc(CCCc2ccccc2)o1	-0.3	2.0	0	86	16	11	8	-6	-1.8	-4	4.5
20	O=C(c1cn(-c2ccccc2)nc1-c1ccc(F)cc1)N1CCOCC1	0.7	0.8	-3	/	5	8	24	2	-1.3	16	0.6
21	O=C(Nc1nc2c(s1)CCCC2)c1cc(-c2ccccc2)nc2ccccc12	1.6	5.1	-15	96	5	-21	-5	-9	3.7	13	0.6
22	O=C(OCCN(CCOC(=O)c1ccncc1)S(=O)(=O)c1cccs1)c1ccncc1	2.4	-1.1	-9	107	1	5	0	11	-0.9	-9	1.3
23	Cc1cccc(OCCCC(=O)Nc2nc3ccccc3[nH]2)c1	-1.5	-0.1	-6	101	-3	0	18	-3	0.0	2	-0.2
24	CC(=O)N1CCOc2ccc(S(=O)(=O)NCCc3ccc(S(N)(=O)=O)cc3)cc21	0.8	2.4	-9	109	-10	2	-6	-2	-0.4	2	-1.3
25	Cc1nn(-c2ccc(Cl)cc2Cl)c(=O)c2ccccc12	-2.7	0.9	6	126	125	9	-3	-16	-2.0	-18	1.6
26	CC(=O)c1ccc(NC(=O)c2ccc([N+](=O)[O-])o2)cc1	/	/	6	122	14	-32	3	1	6.5	-5	17*
27	O=C(Nc1ccc2snnc2c1)Nc1cccc2ccccc12	7.8	8.6	1	93	0	-59	-9	3	9.9	-1	9.9
28	C=CCNc1nc(NCC)nc(N2CCOCC2)n1	-1.4	4.1	0	113	-2	20	-13	-8	-4.7	-5	2.4
29	COc1ccc(S(=O)(=O)N2CCCCCC2)cc1NC(=O)Cc1ccccc1	-0.3	1.9	-2	/	-3	15	-33	-1	-3.4	11	-0.8
30	COc1cc(C(=O)COC(=O)c2c(C)noc2C)cc(OC)c1OC	-2.2	-0.7	2	101	-4	14	-8	6	-3.7	49	6.3
31	CNC(=S)Nc1cc(C(=O)N2CCCC2)ccc1N1CCCC1	2.4	2.1	0	112	-7	7	-3	-1	-1.4	27	4.3
32	O=C(Nc1nc2c(s1)CCCC2)c1cc2n(n1)C(C(F)(F)F)CC(C1CC1)N2 (centres undefined)	-1.9	-1.4	2	80	-10	-19	-15	-6	3.4	-1	2.1
33	CN(C)c1ccc(N/C=C/C(=O)C(F)(F)F)cc1	-0.8	-0.1	-83	110	-5	-4	/	-8	0.8	47	1.3
34	CCN(CC)C(=O)CSc1nc2cc3c(cc2c(=O)n1Cc1ccc2c(c1)OCO2)OCO3	-1.0	1.2	-4	/	2	10	/	6	-1.9	-9	2.6
35	O=C(NCCN1CCNC1=O)C1CCC(=O)N(Cc2ccccc2F)C1 (centres undefined)	-0.8	1.3	-11	/	1	10	1	-1	-1.9	11	1.8
36	CCOc1ccc(S(=O)(=O)NCc2cccs2)cc1	3.5	1.8	-14	102	-9	14	4	4	-2.7	1	2.4
37	CCOC(=O)c1c(C)[nH]c(C(=O)OCC(=O)N(C)CC(=O)Nc2ccccc2Cl)c1C	2.4	1.5	-3	112	3	7	34	2	-1.2	9	-1.7
38	Cc1c(C2OC(=O)C3(CCCCC3)C(=O)C2(C)C)c(=O)n(-c2ccccc2)n1C (centres undefined)	-1.2	2.2	-7	98	127	7	-41	-7	-1.4	-1	1.1
39	C=CCOC(=O)Nc1ccc(Cl)cc1NC(=O)OCC=C	3.0	3.3	2	/	-7	6	/	-1	-1.1	20	4.1
40	O=C(COC(=O)Cn1cnc2ccccc21)NCc1ccc(F)cc1	0.8	-0.9	-11	103	5	15	11	0	-3.3	-7	2.1
41	COc1ccc(N2C(=O)CC(N(CCc3ccc(OC)c(OC)c3)C(=S)Nc3ccccc3)C2=O)cc1 (centres undefined)	-1.5	4.3	-1	97	-19	8	-47	-7	-1.3	-4	4.0
42	COc1ccccc1NS(=O)(=O)c1ccc(C(=O)NCC(c2ccccc2OC)N2CCCC2)cc1 (centres undefined)	/	/	-12	/	/	18	-15	1	-4.3	-2	-0.4
43	O=C(O)c1ccc(N/N=C/C2=C(N3CCOCC3)C(=C\c3ccccc3)/CC2)cc1	-1.3	-0.5	-1	89	59	-12	-87	-3	2.2	42	0.4
44	CC(C)C[C@H]1CN=C(Nc2ccccc2)N1CCC(C)c1ccccc1 (some centres undefined)	-0.3	0.7	3	109	1	17	13	-8	-3.1	-1	2.5
45	O=C(Nc1ccc2c(c1)OCO2)c1cnn2c(C(F)(F)F)cc(-c3ccco3)nc12	-1.6	0.6	-5	/	-3	-2	7	2	0.5	0	1.0
46	COc1cc(Cl)c(S(=O)(=O)NCc2cccnc2)cc1Cl	-1.4	0.3	-2	97	41	17	24	14	-3.0	-7	2.2
47	O=C(C1=NNCC1c1ccccc1)C1OC1c1ccccc1 (centres undefined)	0.3	1.0	-3	106	23	14	0	0	-2.8	32	0.7
48	Nn1c(SCC(=O)Nc2nccs2)nnc1-c1ccccn1	2.4	2.2	-9	111	505	0	/	-4	0.0	-5	-2.7
49	CCOc1cccc(C2C(C(=O)c3ccc(C)o3)=C(O)C(=O)N2c2nccs2)c1 (centres undefined)	-5.2	-0.5	-10	110	/	6	5	3	-1.0	-2	4.4
50	Nn1c(-c2cccs2)nc2sc3c(c2c1=O)CCCC3	0.4	-0.8	0	100	-14	2	-16	0	-0.4	11	4.9
51	CC1CCCN(c2ccc(C(=O)NCCc3ccccc3)cn2)C1 (centres undefined)	-0.9	0.1	-11	119	18	-13	3	-7	2.3	13	2.8
52	CCOC(=O)CC1C(=O)NCCN1S(=O)(=O)c1cc(Cl)c(Cl)cc1Cl (centres undefined)	-0.6	0.9	2	98	93	3	/	5	-0.5	-2	5.8
53	CN1c2ccccc2C(C)(C)[C@]12C=Cc1cc(O)ccc1O2	0.2	4.4	9	111	-15	-86	-24	-1	15	4	3.6
54	O=C(CCN1C(=O)/C(=C\C=C\c2ccccc2)SC1=S)Nc1cccc(C(=O)O)c1	0.3	1.6	9	99	-14	7	-2	-3	-1.4	-5	3.2
55	O=C(Cc1ccc(-c2ccccc2)cc1)N1CCOCC1	1.6	1.9	-4	97	208	19	-21	1	-3.6	-5	-4.0
56	Cc1ccc(SCC(=O)NCC(C)C)cc1	-0.9	3.1	-1	102	10	4	8	4	-0.7	4	0.9
57	Cc1[nH]ccc2c1[nH]c1cc(=O)ccc12	-5.0	-0.2	-4	94	165	4	1	-29	-0.7	-3	1.2
58	O=C(Nc1ccc2ccccc2n1)Nc1ccccc1F	0.8	-1.3	4	94	3	-11	1	-3	2.5	-7	-0.3
59	C=CCn1c(Cc2ccccc2)nnc1SCc1nc2ccccc2c(=O)[nH]1	-1.7	-0.2	-3	101	-1	-12	-11	-4	2.2	-30	3.5
60	COC(=O)Nc1ccccc1C(=O)N1CCN(c2ccc(C)cc2)CC1	0.9	0.2	-4	105	280	-18	-24	-1	2.9	-17	2.0
61	COc1ccc(C2=NO[C@@H]3[C@@H]4C[C@@H]([C@H]5C(=O)N(C)C(=O)[C@@H]45)[C@H]23)c(OC)c1	-2.0	2.8	/	105	-1	/	/	/	/	7	2.5
62	CCCCc1cn([C@@H](CCCCN)C(=O)N2CCNCC2)nn1	-0.5	5.5	-10	109	-12	8	3	-9	-1.4	6	1.8
63	CC(C)Cn1c(N)cc(=O)n(C)c1=O	0.8	1.2	-6	100	-7	10	-8	0	-2.1	-3	1.8

# Assay outcomes as filed in PubChem BioAssay.
